From PubChem
Nrf2 ARE act = activators of Nrf2 (ARE) signaling | AREc32 ARE-luciferase reporter (MCF7-derived line), luminescence, 24 h | Potency, µM (doses to about 46.1 µM), without a hit: at the highest dose activation, most hits filed as activators | 410,000 compounds, 0.31% hits | AID 624171; further: potency means the concentration at half of the fitted maximal effect; % of control where 0% means no effect; nearly all actives have a fitted effect of over 65% in size
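ARE-driven firefly luciferase activity in AREc32 cells measured after a 24 hr compound exposure at 37 deg C, using Steady-Glo reagent and a 30 min room-temperature hold.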
A549 viability = kills or reduces viability of A549 cells in Nrf2 counter-screen. A549 ARE-Fluc cells, CellTiter-Fluor viability, 18-24 h. Potency, µM (doses to about 46 µM), for inactives: at the highest dose activity change, negative = cytotoxicity, most hits filed as inhibitors. 390,000 compounds, 0.16% hits. AID 504648; further: potency means the concentration at half of the fitted maximal effect; on the % scale 0 is the no-effect control and ±100 the full control effect
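A549 ARE_Fluc cells in 5% FBS OPTI-MEM were exposed to compounds in concentration-response for 18-24 h at 37 deg C. Viability was read by CellTiter-Fluor fluorescence (Ex 405/Em 525) after 30 min, before the luciferase read.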
EPAC2 agonist = EPAC2 (human) agonism | EPAC2 activation, biochemical qHTS; response scale: 100% = 6.5 mM cAMP response | 360,000 compounds, 0.079% hits | Potency, µM (series often up to 154 µM), for the others: top-dose activation, usual class: activators | Q8WZA2; further: potency means the concentration at half of the fitted maximal effect; nearly all actives have a fitted effect of over 50% in size
Target sequence (Q8WZA2 whole entry, looked up): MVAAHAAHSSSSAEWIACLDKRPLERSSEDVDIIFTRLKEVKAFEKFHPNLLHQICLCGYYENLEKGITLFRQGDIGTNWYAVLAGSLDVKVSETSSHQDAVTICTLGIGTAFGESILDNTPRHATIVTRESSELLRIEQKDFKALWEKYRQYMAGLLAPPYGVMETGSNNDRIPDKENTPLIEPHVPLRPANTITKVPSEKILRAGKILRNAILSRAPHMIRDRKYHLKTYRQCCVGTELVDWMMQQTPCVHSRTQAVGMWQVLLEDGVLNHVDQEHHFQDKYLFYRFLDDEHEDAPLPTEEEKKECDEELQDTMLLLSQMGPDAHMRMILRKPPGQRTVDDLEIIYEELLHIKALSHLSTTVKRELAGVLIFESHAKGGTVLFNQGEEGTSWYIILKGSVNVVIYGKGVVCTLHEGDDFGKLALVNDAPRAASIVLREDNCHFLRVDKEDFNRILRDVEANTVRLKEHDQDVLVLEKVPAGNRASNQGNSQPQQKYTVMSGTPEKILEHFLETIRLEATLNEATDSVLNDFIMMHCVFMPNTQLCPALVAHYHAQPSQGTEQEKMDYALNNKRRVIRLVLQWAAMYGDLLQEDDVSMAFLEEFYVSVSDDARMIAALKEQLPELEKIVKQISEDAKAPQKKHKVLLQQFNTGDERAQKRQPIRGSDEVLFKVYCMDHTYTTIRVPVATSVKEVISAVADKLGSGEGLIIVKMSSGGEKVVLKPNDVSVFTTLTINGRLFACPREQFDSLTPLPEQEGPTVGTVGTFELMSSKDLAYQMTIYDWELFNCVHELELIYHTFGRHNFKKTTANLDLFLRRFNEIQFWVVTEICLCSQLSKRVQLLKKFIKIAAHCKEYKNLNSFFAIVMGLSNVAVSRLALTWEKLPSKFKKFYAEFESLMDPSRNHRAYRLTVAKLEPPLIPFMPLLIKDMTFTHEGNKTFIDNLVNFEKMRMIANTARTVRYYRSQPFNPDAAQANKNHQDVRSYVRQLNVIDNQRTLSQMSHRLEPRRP
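Compounds were titrated in qHTS against a Rap1B-BODIPY-GDP (250 nM) complex with EPAC2 (100 nM) and GDP (50 uM). BODIPY-GDP release tracked at 480/540 nm over 30 min at room temperature, normalized to 6.5 mM cAMP.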
Mm-Cpn inhibitor = inhibitors of Methanococcus maripaludis chaperonin (MmCpn) | 330,000 compounds, 0.031% hits | purified Mm-Cpn ATPase, ADP Transcreener TR-FRET | AID 504842 | Potency, µM (titrated, usually from 76.9 µM), without a hit: at the top dose activity, negative = inhibition, hits mostly inhibitors; further: potency means the concentration at half of the fitted maximal effect; on the % scale 0 is the no-effect control and ±100 the full control effect; nearly all actives have a fitted effect of over 80% in size
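Measured: ADP formation by purified Mm-CPN. Conditions: 25 nM protein, 10 uM ATP, Tris pH 7.4 with Mg2+, K+ and DTT, 37°C for 30 min. Detection: Transcreener HTRF after 30 min at room temperature.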
pAkt inh = inhibitors of Akt phosphorylation. Neuro2A IGF-stimulated pAkt S473 HTRF, 20 min; active compounds read low. activity change, % for hits at 50 µM. 360,000 compounds, 0.32% hits; in the data active means activity change below about -80%; inconclusive means mostly about -51% to -80%; further: on the % scale 0 is the no-effect control and ±100 the full control effect
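Neuro2A cells in DMEM with 0.5% FBS, overnight at 37 deg C, given compound at single 50 µM final, then IGF (6 nM final) for 20 min at 37 deg C. Lysed; phospho-Akt Ser473 by HTRF after 24 h, 665/615 ratio.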
EPAC2 antag = antagonists of human EPAC2; Potency, µM (top dose mostly 114 µM), for inactives: top-dose activity, negative = inhibition, actives largely listed as inhibitors; EPAC2 GEF exchange of Rap1B-BODIPY-GDP, fluorescence; 360,000 compounds, 0.18% hits; Q8WZA2; AID 720708; further: potency means the concentration at half of the fitted maximal effect; on the % scale 0 is the no-effect control and ±100 the full control effect; nearly all actives have a fitted effect of over 45% in size; many of its hits are not listed in these tables
TGFb SMAD3 inh = inhibitors of TGF-b signaling; 410,000 compounds, 1.2% hits; HepG2 CAGA-GFP TGF-b/SMAD3 reporter, GFP fluorescence, 18 h; TGF-beta stimulated, 500 pg/mL final; Potency, µM (doses to about 46.1 µM), inactives show at the top dose activity, negative = inhibition, hits mostly inhibitors; further: potency means the concentration at half of the fitted maximal effect; on the % scale 0 is the no-effect control and ±100 the full control effect; nearly all actives have a fitted effect of over 65% in size
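Using HEPG2 CAGA-GFP reporter cells at 1000 cells/well, we pinned test compounds, stimulated with recombinant TGF-beta (500 pg/mL final) and measured total well GFP after 18 h.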
Nrf2 inh = Nrf2 pathway inhibition; A549 ARE-Fluc reporter, luciferase luminescence, 18-24 h; Potency, µM (series often up to 46 µM), without a hit: at the highest dose activity change, negative = inhibition, hits mostly inhibitors; 360,000 compounds, 2.1% hits; AID 504444; further: potency means the concentration at half of the fitted maximal effect; on the % scale 0 is the no-effect control and ±100 the full control effect; nearly all actives have a fitted effect of over 60% in size
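Nrf2 function is reported as luminescence of an ARE-controlled luciferase in A549 cells. Compounds were tested at several concentrations, and a CellTiter-Fluor read on the same wells flagged cytotoxicity.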
CCT modulator = cytosolic chaperonin activity modulation | purified chaperonin ATPase assay, HTRF ADP detection, 30 min | activity change, % (concentration not given with the values), hits read low | 360,000 compounds, 0.3% hits; in the data active means activity change below about -30%; further: on the % scale 0 is the no-effect control and ±100 the full control effect
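Nucleotide hydrolysis assay: TRiC at 20–40 nM final (set by batch activity) with 10 uM ATP, 30 min at 37 °C, in presence of 76 uM compound. Detection by competitive ADP HTRF, 30 min ambient.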
The depositor's hits bear a star; i = inactive; ? = inconclusive; . = no result given; [ ] = dose if it differs, or a comment. Unless noted, the call rests on the fitted dose curve; in most records, active means well fitted curve in the direction sought with a large enough effect; inconclusive means small, poorly fitted or top-dose-only effect, or another doubt; inactive means no such curve, though single readings can be large; an effect the other way counts as inactive or inconclusive.

SMILES	Nrf2 ARE act	A549 viability	EPAC2 agonist	Mm-Cpn inhibitor	pAkt inh	EPAC2 antag	TGFb SMAD3 inh	Nrf2 inh	CCT modulator
Cc1cc(OCC(=O)N2CCN(c3ccc(F)cc3)CC2)c2c(C)cc(=O)oc2c1	-0.2%	1%	8%	0%	i	-1%	6%	1%	-4.5
CCOc1cc(/C=C/C(=O)OCC(=O)NC2CCS(=O)(=O)C2)ccc1OCc1ccccc1 (configuration not stated)	0.7%	1%	26%	0%	i	-24%	7%	-20%	-0.5
CCCCSc1nnc(-c2ccc(C)cc2)o1	0.5%	9%	15%	0%	i	-7%	-10%	22%	-3.3
COc1ccc(-c2noc(CN3CCOCC3)n2)cc1OC	2.5%	9%	5%	0%	i	-3%	-6%	.	-1.6
COc1cc(NS(=O)(=O)c2ccc(C)cc2)c2c(c1N)C(=O)c1ccccc1C2=O	0.3%	.	8%	.	i	5%	-5%	.	-1.5
OC[C@@H]1CN(Cc2ccccc2)C[C@H](n2ccc3c(N4CCCC4)ncnc32)O1	0.4%	.	4%	.	i	7%	9%	.	1.1
COc1ccc(CCNC(=O)COC(=O)CSc2ccc([N+](=O)[O-])cc2)cc1OC	-0.5%	1%	-3%	-3%	i	1%	-4%	3%	0.4
Cc1[nH]c(=O)[nH]c(=O)c1NC(=O)c1ccc(OC(C)C)cc1	-0.1%	-3%	2%	2%	i	4%	-24%	-4%	-2.0
COc1ccc(Br)cc1CN(C)CC(=O)NCc1ccc(F)cc1	0.2%	5%	9%	1%	i	-12%	-11%	-10%	-1.1
COc1ccc(-c2oc3c(c2C(=O)OCCO)C(OCCO)CCC3)cc1 (configuration not stated)	0.3%	.	-3%	.	i	4%	.	.	-0.6
O=[N+]([O-])c1ccc(C(O)CN2CCOCC2)cc1 (configuration not stated)	-0.7%	0%	5%	1%	i	1%	0%	10%	-0.2
CCc1cc2c(Nc3ccccc3O)nc(C)nc2s1	24%	-11%	8%	1%	i	-3%	-5%	4%	-1.3
N#CNC(N)=Nc1cccc(Cl)c1	0.1%	-1%	9%	-3%	i	-4%	-4%	-4%	0.7
COc1ccc(CC(=O)Nc2ccc3nc(Nc4cccc(Cl)c4)cc(C)c3c2)cc1OC	0.4%	-8%	.	.	.	.	-21%	16µM*	.
Cc1cccc(OCCCC(=O)NC2CCCCC2)c1	-0.4%	-3%	11%	-4%	i	6%	?	-2%	-7.0
CCN(CC)N=Nc1ccc(C(=O)O)cc1	2.0%	-5%	4%	0%	i	12%	-2%	13%	0.2
CSc1nn(CC(=O)Nc2cc(C)ccc2C)c(N)c1S(=O)(=O)c1ccccc1	-0.4%	-4%	.	.	.	.	-25%	21µM*	.
Cc1ccc(Cl)cc1N1CCN(C(=O)c2cc3ccc4cccnc4c3[nH]2)CC1	-0.6%	6%	.	.	.	.	1%	17%	.
O=C(Cc1c(F)cccc1Cl)Nc1cc(S(=O)(=O)N2CCCCC2)ccc1N1CCOCC1	0.4%	-3%	6%	-4%	i	-8%	-21%	-13%	-1.5
CCc1nc2cccnc2n1-c1ccc(CC(=O)Nc2cccc(C)c2C)cc1	4.4%	6%	.	.	.	.	-28%	-14%	.
Cc1cccc(C)c1NC(=O)c1cnn(-c2ccccc2)c1C	0.2%	2%	7%	3%	i	-24%	-17%	?	0.4
C=C(C)Cn1c(SCC(=O)N/N=C/c2c(O)ccc3ccccc23)nc2ccccc2c1=O	2.8%	?	11%	0%	i	-2%	?	?	-2.1
CC1=C(C(=O)OC2CCCCC2)C(c2cccnc2)n2nnnc2N1 (configuration not stated)	-0.7%	-14%	20%	-3%	i	4%	?	8.2µM*	-4.8
CN1CCN(S(=O)(=O)c2ccc(Br)c3nsnc23)CC1	6.4%	6%	9%	-1%	i	-2%[57.1 µM]	0%	7%	-1.5
COc1ccc(NC(=O)Cn2nnnc2-c2ccccc2F)c(C)c1	0.2%	17%	.	.	.	.	-12%	22%	.
CCOC(=O)c1c(/N=C/C2=C(O)CC(C)(C)CC2=O)sc2c1CCCC2	0.8%	0%	3%	-1%	i	-23%	0%	1%	-2.3
Cc1ccc(S(=O)(=O)N2C[C@@H]3[C@H]4CC[C@H](C4)[C@@H]3[C@@H](C)[C@@H]2c2cn(Cc3ccccc3)c3ncccc23)cc1	3.4%	0%	12%	-3%	i	17%	-25%	21µM*	-0.4
CCOC(=O)C1=C(COC(=O)C(CC)c2ccccc2)NC(=O)NC1C (configuration not stated)	-0.7%	-1%	3%	-2%	i	-9%	1%	-12%	-1.9
COc1c(NC=O)c2c(c([N+](=O)[O-])c1OC)C(=O)OC2	0.4%	-13%	7%	.	i	5%	5%	0%	-0.8
Cn1c(=O)c(C(=O)NC2CCCCCCC2)c(O)c2ccccc21	-0.1%	2%	3%	-18%	i	2%	-6%	1%	-0.1
O=C(Nc1ccccc1)c1cc(Cl)nc2ccccc12	13%	0%	-8%	0%	i	-2%	-28%	6%	-2.0
CCCc1c(C(=O)N/N=C(\C)CCc2ccc(OC)cc2)nnn1-c1nonc1N	0.1%	2%	-6%	1%	i	-7%	9%	13%	-0.7
CCc1nc2ccc(C(=O)NCCC(C)C)cn2c1N(CC)CCOC	-1.0%[9.22 µM]	.	-7%	.	i	8%	0%	.	-0.1
CC(=O)Oc1c(S(=O)(=O)c2ccc(C)cc2)c(C)nn1C(C)(C)C	-0.4%	?	12%	0%	i	-12%	-8%	?	-1.0
COc1ccc(/C=C/c2ccc3cccc(O)c3n2)cc1Br	12%	3%	3%	0%	i	3%	-14%	3%	0.3
COc1ccc(C2C=C(c3ccc(Cl)cc3)Nc3nc(-c4ccc(Cl)cc4)nn32)cc1 (configuration not stated)	8.4%	3%	.	.	.	.	4%	11%	.
COc1ccc2sc3c(=O)[nH]c4ccccc4c3c2c1	2.4%	-19%	3%	0%	?	-5%	7%	.	2.5
COc1cccc(N=Cc2ccc(O)cc2O)c1	-1.0%	-2%	5%	-2%	.	7%	-5%	.	-0.7
CC(=O)c1ccccc1NS(=O)(=O)c1ccccc1Cl	-0.2%	-4%	1%	-3%	i	5%	-1%	1%	-0.9
O=C(NC(=S)Nc1ccccc1)c1cc(-c2ccccc2)nc2ccccc12	2.0%	-7%	4%	-14%	i	-6%	-10%	-16%	-2.9
Cc1ccccc1NC(=O)c1c(C)nn(-c2ccccc2)c1Cl	2.8%	4%	17%	0%	i	-1%	7%	12%	-40*
Cc1ccnc(NS(=O)(=O)c2ccc(NC(=O)c3ccc([N+](=O)[O-])s3)cc2)n1	?	-18%	11%	1%	i	5%	?	-14%	0.0
CCNC(=O)COC(=O)/C=C/c1c(C)nn(Cc2cccc(OC)c2)c1Cl	-0.3%	-2%	2%	1%	i	4%	0%	2%	-3.2
Cc1cc(=O)n2nc(N3CCC(C(=O)Nc4ccc(C(C)C)cc4)CC3)sc2n1	-0.9%	8%	.	.	.	.	?	-15%	.
Cc1nc2ccccn2c1C(=O)NNC(=S)Nc1ccc(Cl)cc1	-0.1%	-1%	-3%	-5%	i	-6%	-16%	-14%	-4.1
Cc1oc(C)c2c(=O)ccc3c(c12)OC(N)=C(C#N)C3c1ccc(F)cc1 (configuration not stated)	0.5%	-10%	-1%	-7%	i	-15%	133%[activator]	0%	-0.7
CCOc1ccccc1CNCCSc1nnnn1C	0.3%	1%	.	.	.	.	?	4%	.
O=C(CN1C(=O)c2cccc3cccc(c23)C1=O)NCCN1CCOCC1	0.2%	8%	-2%	-6%	i	-12%	10%	4%	-1.4
Cc1ccc(S(=O)(=O)N(C)C)cc1NC(=O)C1Cc2ccccc2CN1C(=O)c1ccco1 (configuration not stated)	5.0%	2%	2%	-2%	i	-5%	-8%	-8%	-0.7
O=C(O)CC(c1cccc(O)c1)N1Cc2ccccc2C1=O (configuration not stated)	-0.5%	5%	7%	3%	i	2%	34%[activator]	5%	1.0
COc1ccc(C(=O)N2CCNC(=O)C2CC(=O)Nc2cc(Cl)ccc2OC)cc1 (configuration not stated)	-0.8%	2%	3%	-1%	i	2%	4%	-3%	1.2
O=C(NC1CCS(=O)(=O)C1)c1cn(-c2ccccc2)nc1-c1ccccc1 (configuration not stated)	2.1%	1%	-3%	1%	i	9%	?	7%	2.3
COc1ccccc1CNC(=O)C1CCN(S(=O)(=O)c2ccc3c(c2)OCCCO3)CC1	-0.5%	-3%	-2%	-1%	i	8%	-24%	3%	0.5
COC(=O)CC1NCCNC1=O (configuration not stated)	-0.3%	2%	-5%	-1%	i	-2%	28%	12%	-1.9
CC(C)c1nnc(NC(=O)c2nc(S(=O)(=O)Cc3ccccc3F)ncc2Cl)s1	-2.2%	-12%	7%	-2%	i	-3%	13µM*	5%	0.1
Cc1ccc(/C(O)=C2/C(=O)C(=O)N(c3ccccn3)C2c2ccc([N+](=O)[O-])cc2)cc1 (configuration not stated)	-1.0%	-11%	2%	-2%	i	-13%	-4%	-8%	-1.1
CCc1c(C)c2ccc(O)c(CN3CCN(c4cc(Cl)ccc4C)CC3)c2oc1=O	0.3%	13%	.	.	.	.	-3%	?	.
COc1ccccc1CCC(=O)OCC(=O)Nc1cc(S(=O)(=O)N2CCOCC2)ccc1C	-0.9%	-14%	13%	0%	i	2%	-14%	5%	-1.3

Not all compounds are listed, so the mix of outcomes need not match the whole.
